# N370S GC – inhibitors or activators of N370S glucocerebrosidase for Gaucher disease; Potency, µM (top dose mostly 59.4 µM), inactives show at the highest dose activity change, negative = inhibition, hits mostly inhibitors; N370S GC spleen homogenate, 4MU-glucoside fluorescence; hit rate 0.092% among 330,000; P04062; active = well fitted inhibition curve with a large enough effect; inconclusive = small, poorly fitted or top-dose-only effect, or effect the other way, or another doubt; inactive = no such curve, though single readings can be large or run the other way;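 note: 0% = full enzyme activity and -100% = no enzyme basal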
# * marks the source's active call; other numbers are inactive results; ? = inconclusive; & = joins results of further samples; [ ] = remark or other dose. Potency is the fitted concentration of half-maximal effect.
SMILES	N370S GC
COC(=O)[C@@]1(Cc2ccc(OC)cc2)[C@H]2c3cc(C(=O)N(C)C)n(CCN4CNCC4=O)c3C[C@H]2CN1C(=O)c1ccccc1	6%
COC(=O)[C@H](CCSC)NC(=O)c1ccc(NC[C@@H](N)CS)cc1-c1ccccc1	-6%
Cn1c2ccccc2c2nnc(SCc3nnc(-c4ccccc4)o3)nc21	-6%
NC(=O)[C@@H]1CCCNc2c(I)cc([N+](=O)[O-])cc2C(=O)N[C@@H](CCCN=C(N)N)C(=O)N[C@@H](CCCN=C(N)N)C(=O)N1	-3%
COc1cccc([C@@H]2Oc3ccc(Br)cc3C(=O)[C@H]2OC(=O)NS(=O)(=O)c2ccc(F)cc2)c1	6%
CCN1C(=O)[C@H]2[C@H]3[C@H](O)[C@H](O)C/C(=N/OCc4ccccc4)[C@@H]3CC[C@@H]2C1=O	2%[12.8 µM]
Cc1c(C(=O)NCc2ccccc2Cl)oc2c1C(=O)CCC2	4%
CC[C@H]1NC(=O)c2cc(S(N)(=O)=O)c(Cl)cc2N1	16%[21.6 µM]

# Some of these compounds in order of molecular weight, smallest number first.
SMILES	N370S GC
CC[C@H]1NC(=O)c2cc(S(N)(=O)=O)c(Cl)cc2N1	16%[21.6 µM]
Cc1c(C(=O)NCc2ccccc2Cl)oc2c1C(=O)CCC2	4%
Cn1c2ccccc2c2nnc(SCc3nnc(-c4ccccc4)o3)nc21	-6%
CCN1C(=O)[C@H]2[C@H]3[C@H](O)[C@H](O)C/C(=N/OCc4ccccc4)[C@@H]3CC[C@@H]2C1=O	2%[12.8 µM]
COC(=O)[C@H](CCSC)NC(=O)c1ccc(NC[C@@H](N)CS)cc1-c1ccccc1	-6%
COc1cccc([C@@H]2Oc3ccc(Br)cc3C(=O)[C@H]2OC(=O)NS(=O)(=O)c2ccc(F)cc2)c1	6%

# Laid out differently: results already given
> NC(=O)[C@@H]1CCCNc2c(I)cc([N+](=O)[O-])cc2C(=O)N[C@@H](CCCN=C(N)N)C(=O)N[C@@H](CCCN=C(N)N)C(=O)N1
  N370S GC = -3%
> COc1cccc([C@@H]2Oc3ccc(Br)cc3C(=O)[C@H]2OC(=O)NS(=O)(=O)c2ccc(F)cc2)c1
  N370S GC = 6%

# (continued)
SMILES	N370S GC
C[C@H]1NC(=O)NC1=O	1%&-1%[21.6 µM]
Cc1ccc(NC(=O)c2ccc(Cn3cc(Cl)cn3)o2)c(C)c1	-8%
CNC(=O)[C@]1(C)C[C@H]1[C@H](NC(=O)[C@]1(C)C[C@H]1[C@H](NC(=O)[C@]1(C)C[C@H]1[C@H](NC(=O)[C@]1(C)C[C@H]1[C@H](NC(=O)OCc1ccccc1)c1ccccc1)c1ccccc1)c1ccccc1)c1ccccc1	-15%
O=C(CSc1nc(-c2ccccc2F)nc2nc[nH]c12)Nc1c(Cl)cc(Cl)cc1Cl	-21%
CCOc1ccc(N2CCCn3c2nc2c3c(=O)n(CCc3ccccc3)c(=O)n2C)cc1	4%
COC(=O)C1=C(C)NC(C)=C(C(=O)OCC2CCCO2)C1c1ccc(Cl)c([N+](=O)[O-])c1 (stereo not given)	11%
COc1ccccc1C(=O)NCC(=O)NNc1ncnc(N)c1[N+](=O)[O-]	11%
CCOC(=O)c1cnc2c(C)cccc2c1Nc1ccc(N2CCOCC2)cc1	-9%
Cc1ccc(C)c(CN2C(=O)C3CCCN3c3ccc(S(=O)(=O)N4CCOCC4)cc32)c1 (stereo not given)	3%
NC(=S)NNC(N)=S	-1%
COC(=O)CC1c2ccccc2C=C(/C=C/c2ccc3c(c2)OCO3)N1C(=O)OC (stereo not given)	-6%[12.8 µM]
O=C(Nc1ccncc1)c1cc([N+](=O)[O-])ccc1Cl	1%
CC(C)C[C@@H](CC(=O)N[C@H](CC(=O)N[C@@H]1CCCC[C@H]1C(=O)N[C@H](CC(=O)N[C@@H](CCC(=O)O)CC(=O)O)CC(C)C)C(C)C)NC(=O)[C@@H]1CNCC[C@H]1N	1%
Cc1ccc2cc(C)c3nnc(SCC(=O)N4CCCc5ccccc54)n3c2c1C	14%
CCCn1c(=O)c(C(=O)NNC(=O)c2ccccc2[N+](=O)[O-])c(O)c2ccccc21	1%
O=C(NN1C(=O)/C(=C/c2cc([N+](=O)[O-])ccc2O)SC1=S)c1ccccc1O	29%
COC(=O)C1CC1C(NC(=O)[C@@H]1CCCN1)c1ccccc1 (stereo not given in full)	-7%
c1ccc(C(OC2CCCN(CCc3ccc4c(c3)OCO4)C2)c2ccccc2)cc1 (stereo not given)	4%
O=c1c2ccccc2nnn1CSc1nnc2sc3ccccc3n12	3%
COC(=O)[C@H]1O[C@@H](c2cc(OC)c(C)c(OC)c2OCc2ccccc2)[C@H](C)[C@H]2O[C@@]12C	11%&2%
CCCCc1ccc(C2C(C#N)=C(N)SC(N)=C2C#N)s1	2%
COc1cc(/C=C/c2ccccc2)oc(=O)c1	8%
Cc1cccc(OCCOc2ccc(/C=N/NC(=O)Cc3nnc(N)s3)cc2)c1	2%
CC[C@@]12CCCN3CCc4c(n(c5ccccc45)C(=O)C1)[C@H]32	7%[21.6 µM]
COc1ccc(N)c(OC)c1	3%
COc1ccc(OC)c2c1sc(=NC(=O)CN1C(=O)CCC1=O)n2C	1%
Cc1cccc(NC(=O)Cn2c([N+](=O)[O-])cnc2C)c1C	-8%
O=C1CC(c2ccc(Cl)c(Cl)c2)CC(O)=C1C=NCCN1CCNCC1 (stereo not given)	23%
Cc1cc(Cl)ccc1N=Cc1c(O)n(C)c(=O)n(C)c1=O	1%
C[C@@H]1NC(=O)[C@@H](C)COC(=O)[C@H](C)NC(=O)[C@@H](C)COC1=O	8%[12.8 µM]
CC1CCC(C(=O)O)NC1c1ccc(C#CCN(C)C)cc1 (stereo not given)	-1%[12.8 µM]
N#CC1(O)CCCCC1	-1%

# (cont.)
compound,N370S GC
CCOC(=O)CCN1C(=O)[C@H]2[C@H]3[C@H](O)[C@H](O)C/C(=N/OC[C@@H](O)COCc4ccco4)[C@@H]3CC[C@@H]2C1=O,17%[12.8 µM]
CCC(O)CNc1nc(-n2nc(C)cc2C)nc2sc3c(c12)CCCC3 (stereo not given),6%
CC(C)[C@@H](CC(=O)N[C@@H]1CCNC[C@H]1C(=O)N[C@H](CC(=O)N[C@@H](CCC(=O)O)CC(=O)O)Cc1c[nH]c2ccccc12)NC(=O)C[C@H](Cc1c[nH]c2ccccc12)NC(=O)[C@@H]1CCCC[C@H]1N,-18%
CCOc1ccc2[nH]c(=O)c(CN(C(=O)N3CCOCC3)C3CC3)cc2c1,5%
CCOC(=O)C1C(C(=O)OC)=C(CC(C)C)c2ccccc2N1S(=O)(=O)C(F)(F)F (stereo not given),17%
COc1cc(OC)cc(-c2nnc3n2N=C(c2ccc(OC)cc2OC)CS3)c1,0%
c1ccc(-c2nc(Sc3ncnc4c3cnn4-c3ccccc3)n[nH]2)cc1,10%
CSCC[C@@H]1NC(=O)C/C=C\[C@@H](C)COC(=O)[C@@H](C)COC1=O,1%[12.8 µM]
CC(=O)OC[C@@H]1O[C@H](C/C=N\O[C@@H](C)CN2CCCCc3nc(C)c(C)cc32)C=C[C@@H]1OC(C)=O,-3%[12.8 µM]
COC(=O)[C@@]1(Cc2ccccc2-c2ccco2)C=C[C@H](C)[C@@H](c2ccccc2)N1C(=O)C(F)(F)F,6%
CCCCC/C=C\C/C=C\CCCCCCCCCC(=O)NC(C)C(=O)O (stereo not given),2%
CCCC[C@@H]1C[C@H]1C(NC(=O)c1cccs1)c1ccccc1C(F)(F)F (stereo not given in full),?
COc1ccc2nc3c(c([Si](C)(C)C(C)(C)C)c2c1)Cn1c-3cccc1=O,10%
COc1cc(C2OC(=O)c3c2ccc(OC)c3OC)ccc1O (stereo not given),1%
CO[C@H]1[C@H](O[C@H]2O[C@@H](C)[C@@H](O[C@@H]3C[C@](C)(O)[C@H](OC(=O)CC(C)C)[C@H](C)O3)[C@@H](N(C)C)[C@@H]2O)[C@@H](CC=O)C[C@@H](C)[C@@H](O)/C=C\C=C/C[C@@H](C)OC(=O)C[C@H]1OC(C)=O,-4%[21.6 µM]
CC(=O)Nc1ccc(NC(=O)Cc2ccc(F)cc2)cc1,-5%
COC(=O)c1ccc(C(NC(=O)OCc2ccccc2)/C(=C/[C@@H](C)C(=O)Nc2ccccc2)c2cccnc2)cc1 (stereo not given in full),-4%
Cc1sc2ncnc(Sc3nc4ccccc4s3)c2c1C,5%
CCCCCCN(C(=O)CCCCCN1C(=O)NC(c2ccc(-c3ccccc3)cc2)C(C(=O)OCc2ccccc2)=C1C)C(C(=O)NCCCC)c1ccc(OCC(=O)OC)c(C(=O)OC)c1 (stereo not given),17%
CCc1cc2c(nc1CC)CCN(CC/C(C)=N/OC[C@H]1O[C@H](c3ccccc3)C=C[C@@H]1Oc1ccc(OC)cc1)C2,?
CN1CCc2nc(-c3ccccc3)c(-c3ccccc3)cc2C1,-2%[12.8 µM]
O=C(COc1ccc(Cl)cc1)Nc1ccccc1N1CCOCC1,9%
CCCCCCCCN,3%
Cc1ccc2oc3c(c(=O)c2c1)C(c1ccc(F)cc1)N(CCCN1CCOCC1)C3=O (stereo not given),-7%
CC(C)[C@@H](CC(=O)N[C@@H]1CCCC[C@H]1C(=O)N[C@H](CC(=O)N[C@@H](CCC(=O)O)CC(=O)O)Cc1ccccc1)NC(=O)C[C@H](Cc1c[nH]c2ccccc12)NC(=O)[C@@H]1CCCC[C@H]1N,-2%
COc1cc([C@@H]2c3cc4c(cc3[C@@H](NC3CCN(Cc5ccccc5)CC3)[C@H]3COC(=O)[C@H]23)OCO4)cc(OC)c1O,-15%
Cc1nc2cc(N3CCCCC3)c(NC(=O)c3ccncc3)cc2c(=O)n1Cc1ccc(Cl)cc1,20%
COc1cccc(N)c1,-15%
CCCCCN(CCCCC)C(=O)[C@H](CCC(=O)O)NC(=O)[C@H](Cc1ccc(OP(=O)(O)O)cc1)NC(C)=O,-7%
CC(=O)c1ccc(Nc2nc(C)nc3c2oc2ccccc23)cc1,-1%
O=C(O)c1ccccc1[N+](=O)[O-],6%
O=C(O)c1ccc(Cl)cc1Cl,3%
C=Cc1ccccc1Cl,2%
N/C(=N\OC(=O)COc1ccc2ccccc2c1Br)c1ccncc1,-2%
CN(C)c1ccc2c(-c3ccccc3)c3ccc(=[N+](C)C)cc-3oc2c1,1%
O=c1c2nc(Br)n([C@@H]3O[C@@H]4CO[P@@](O)(=S)O[C@H]4[C@H]3O)c2nc2[nH]c(-c3ccccc3)cn12,-2%
C[C@@H](C(=O)Nc1ccc2ccccc2c1)[C@@H]1C[C@@]1(C)[C@@H](NC(=O)c1ccncc1Cl)c1ccccc1,-21%
CC#CC(=O)Nc1cc2c(Nc3ccc(F)c(Cl)c3)ncnc2cn1,3%
COc1cccc(N2CCCn3c2nc2c3c(=O)n(CCN3CCOCC3)c(=O)n2C)c1,0%
CCCOCC(C)O (stereo not given),1%
COC(=O)[C@@H]1C[C@@]2(O)[C@@H](O)[C@@H](O)[C@@H](O)C[C@H]2N1CC1CC1,-4%
C=CC1=C2C=C(C3CC3)N(CCCOC(C)C)C=C2C(=O)C(C)(OC(=O)c2ccco2)C1=O (stereo not given),9%[12.8 µM]
Cc1ccc(C(=O)NC(C)c2nc3ccccc3n2CC(=O)Nc2c(C)cc(C)cc2C)cc1 (stereo not given),10%
C[C@@H](CN(C)C)CN1c2ccccc2CCc2ccccc21,-4%[21.6 µM]
CCCn1c(=O)c(C(=O)Nc2nnc(CC)s2)c(O)c2ccccc21,6%
O=Cc1sc(N2CCOCC2)nc1-c1ccccc1,8%
Nc1cccc(-n2nncc2-c2ccc(Cl)cc2)c1,8%
CCOC(=O)c1sc2nc(N3CCOCC3)c3c(c2c1N)CCN(C)C3,3%
COc1ccccc1C1=Nn2c(nnc2-c2ccccc2O)SC1,?
C#CCOCCOCCOCCNc1nc(N2CCN(C(=O)CCCCCCCCCCNC(=O)[C@H]([C@@H](C)CC)n3cc(CCCCN=C(N)N)nn3)CC2)nc(N2CCN(C(=O)CCCCCCCCCCNC(=O)[C@H]([C@@H](C)CC)n3cc(CCCCN=C(N)N)nn3)CC2)n1,?

# Additional compounds.
compound,N370S GC
Cc1c(Cl)cccc1NC(=O)C1CCCCC1,1%
C/C(=C\COc1c2ccoc2cc2oc(=O)ccc12)CCC(O)C(C)(C)O (stereo not given),10%
CCOC(=O)c1c(C)oc2c1c(C(c1cccnc1)N1CCN(C)CC1)c(O)c1ccccc12 (stereo not given),-7%
CCCC1O[C@@H]2C[C@H]3[C@@H]4CCC5=CC(=O)C=C[C@]5(C)C4[C@@H](O)C[C@]3(C)[C@]2(C(=O)CO)O1 (stereo not given in full),-4%
O=c1cc(-c2ccccc2)[nH]c2nc(Cl)ccc12,6%
CCN1CCN(c2ccc(NC(=O)c3cnccn3)cc2)CC1,-22%
Cc1cccn2c(=O)c3cc(C(=O)NCc4cccnc4)c(=N)n(C)c3nc12,-9%
CCN1C(=O)[C@@H]2[C@H]3C(=CC[C@@H]2C1=O)C1(OCCCO1)[C@H]1O[C@@H]1[C@H]3O,3%[12.8 µM]
CN1C2CCC1CC(NC(=O)c1nn(C)c3ccccc13)C2 (stereo not given),-3%&-3%
CC12CC(NC(=O)N1c1ccc(C(=O)N3CCN(c4ccccn4)CC3)cc1)c1ccccc1O2 (stereo not given),3%
COC(=O)N[C@@H](CCc1ccccc1)[C@]1(C(=O)OC)CCCC1=O,-1%
COc1ccc(N2CCN(C(=O)c3ccc4c(c3)[nH]c(=S)n3c5ccccc5nc43)CC2)cc1,2%
CCc1ccccc1NC(=O)CSc1nc(-c2ccccc2)nn1C(=O)c1cccc([N+](=O)[O-])c1,10%[12.8 µM]
CCN1C(=O)[C@H]2[C@H]3[C@H](O)[C@H](O)C/C(=N/O[C@@H](C)CN4CCCCc5nc(C)c(C)cc54)[C@@H]3CC[C@@H]2C1=O,-4%[12.8 µM]
N#CC(C(=O)NC1CCCCC1)c1nc2ccccc2nc1N1CCOCC1 (stereo not given),-26%
CCc1ccc(/C=C2/Sc3ccccc3N(CC(=O)NCCCOC)C2=O)cc1,10%
O=C1[C@H]2[C@H]3[C@H](O)[C@H](O)C/C(=N/OC[C@@H](O)COCc4ccco4)[C@@H]3CC[C@@H]2C(=O)N1Cc1ccccc1,1%[12.8 µM]

# An excerpt; the hit share may differ from the screen's.
